GSK3 alpha inh: blockers of GSK3A enzyme activity – biochemical, luminescence, cell-free homogeneous, HTS, primary screen | GSK-3 alpha kinase, ADP-Glo luminescence, 60 min | AID 2650, 2010 | Glycogen synthase kinase-3 alpha (Homo sapiens), P49840 | actives 0.1% (n = 320,000) | inhibition, % at 10 µM;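 in the data active = inhibition above about 50%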;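 also: GST-tagged GSK-3 alpha with peptide substrate and 25 µM ATP; 0% = DMSO neutral wells and 100% = GW8510 positive control wells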
Target sequence (P49840 whole entry, looked up): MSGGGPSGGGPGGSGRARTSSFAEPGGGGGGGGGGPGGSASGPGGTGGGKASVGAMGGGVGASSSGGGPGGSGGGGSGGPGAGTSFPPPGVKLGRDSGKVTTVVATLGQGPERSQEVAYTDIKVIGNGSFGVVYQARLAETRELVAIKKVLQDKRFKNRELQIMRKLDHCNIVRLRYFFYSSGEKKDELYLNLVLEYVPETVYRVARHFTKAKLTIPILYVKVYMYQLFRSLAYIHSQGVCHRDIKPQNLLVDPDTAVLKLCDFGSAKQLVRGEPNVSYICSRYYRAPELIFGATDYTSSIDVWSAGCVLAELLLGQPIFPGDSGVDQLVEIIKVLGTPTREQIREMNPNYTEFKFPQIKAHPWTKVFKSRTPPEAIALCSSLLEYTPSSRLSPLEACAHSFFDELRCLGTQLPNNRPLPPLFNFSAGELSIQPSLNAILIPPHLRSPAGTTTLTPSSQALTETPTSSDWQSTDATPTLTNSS
KCNK3 block: human KCNK3 channel inhibitors, primary screen, CHO cells, FluxOR thallium flux, B-score; Potassium channel subfamily K member 3 (Homo sapiens), O14649; FluxOR fluorescence; stronger effect = lower value; B-score at 10 µM; actives 0.84% (n = 340,000);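 active = B-score under library mean minus 4 SD, starting fluorescence ratio at most library mean plus 5 SD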;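 also: more negative B-score means stronger inhibition of thallium flux through KCNK3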
Target sequence (O14649 whole entry, looked up): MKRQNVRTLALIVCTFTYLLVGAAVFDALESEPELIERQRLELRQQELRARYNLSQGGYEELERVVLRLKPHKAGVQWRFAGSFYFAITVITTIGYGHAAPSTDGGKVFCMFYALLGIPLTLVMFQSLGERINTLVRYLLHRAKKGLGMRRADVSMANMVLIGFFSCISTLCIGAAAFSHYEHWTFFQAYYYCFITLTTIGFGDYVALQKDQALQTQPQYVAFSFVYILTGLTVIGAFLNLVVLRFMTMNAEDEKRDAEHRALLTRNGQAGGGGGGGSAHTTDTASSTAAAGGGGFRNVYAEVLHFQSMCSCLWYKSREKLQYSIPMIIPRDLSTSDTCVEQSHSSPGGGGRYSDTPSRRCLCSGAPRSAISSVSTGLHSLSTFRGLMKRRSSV
An asterisk follows results filed as active; i = inactive. These rows are one share of the data. The share of hits here may be higher or lower than overall.

SMILES | GSK3 alpha inh | KCNK3 block
CCCCn1nc(C(=O)NCC2COc3ccccc3O2)c2ccccc2c1=O (stereo not given) | 0 | i
N#Cc1ccccc1OCC(=O)OCC(=O)NCc1ccc2c(c1)OCO2 | -2 | i
Cc1ccc(C(=O)OCC(=O)NCc2ccc3c(c2)OCO3)cc1S(=O)(=O)N1CCOCC1 | -2 | i
CCN(C(=O)Cn1cnc2c1c(=O)n(C)c(=O)n2C)C1CCS(=O)(=O)C1 (stereo not given) | -3 | i
CCOC(=O)C1CCCN(C(=O)CCc2nc3sc4c(c3c(=O)[nH]2)CCCC4)C1 (stereo not given) | -1 | i
Cc1ccc(-n2c(C)nnc2SCC(=O)N(C)c2c(N)n(Cc3ccccc3)c(=O)[nH]c2=O)cc1 | -2 | i
COc1ccccc1NC(=O)COC(=O)c1ccc2c(c1)OCCO2 | -4 | i
COc1ccc(C(=O)O)cc1S(=O)(=O)Nc1ccc2cn[nH]c2c1 | 1 | i
O=C(COC(=O)C1=NN(c2ccccc2)C(=O)CC1)Nc1ccc([N+](=O)[O-])cc1C(F)(F)F | -5 | i
N#CCC(=O)Nc1ccc(C(=O)OCC(=O)c2ccc3c(c2)NC(=O)CO3)cc1 | -2 | i
COc1ccccc1NC(=O)CSc1nncs1 | -3 | i
COc1ccc(C)cc1NS(=O)(=O)c1ccc(Cl)nc1 | 0 | i
O=C(C1CCCN1C(=O)c1cccs1)N1CCN(S(=O)(=O)c2ccc(F)cc2)CC1 (stereo not given) | -5 | i
Cc1ccc(S(=O)(=O)N2CCCN(C(=O)CNC(=O)c3cccc(C)c3)CC2)cc1 | -2 | i
C[C@@]12C(=O)Nc3cc(F)c(F)cc3C(=O)N1[C@H]1c3cc(Cl)ccc3OC[C@@H]1[C@@H]2c1ccccc1 | 0 | i
Cc1ccc(S(=O)(=O)c2nc(-c3ccccc3Cl)oc2N2CCN(C)CC2)cc1 | -1 | i
N#Cc1ccccc1NC(=O)CSc1n[nH]c(=O)n1C1CC1 | 0 | i
CCN(CC(=O)Nc1cc(Cl)ccc1Cl)C(=O)c1ccc(-n2cccn2)cc1 | -5 | i
CCN(CC)C(=O)[C@H]1CC(CC(=O)NCCCOC)C(=O)N2CCc3c([nH]c4ccccc34)[C@]12C (stereo not given in full) | -2 | i
CCOC(=O)N1CCN(C(=O)C(NC(=O)c2ccc(C(C)(C)C)cc2)C(C)C)CC1 (stereo not given) | 1 | i
O=C(NN=Cc1ccc(O)cc1)c1ccccc1NS(=O)(=O)c1cccs1 | 2 | i
O=C(COC(=O)CNC(=O)c1ccccc1Cl)NC1CC1 | -1 | i
Cc1c(C(=O)Nc2nnc(C3CC3)s2)oc2ccccc12 | 2 | i
CC(=O)Nc1ccc(NC(=O)COC(=O)[C@@H]2CCCN2C(=O)c2cccs2)cc1 | 3 | i
CCCN(C(=O)c1cc(Cl)nc2ccccc12)c1c(N)n(Cc2ccccc2)c(=O)[nH]c1=O | 0 | i

Some of these compounds in order of their number in GSK3 alpha inh, low to high:
structure,GSK3 alpha inh
O=C(C1CCCN1C(=O)c1cccs1)N1CCN(S(=O)(=O)c2ccc(F)cc2)CC1 (stereo not given),-5
COc1ccccc1NC(=O)COC(=O)c1ccc2c(c1)OCCO2,-4
COc1ccccc1NC(=O)CSc1nncs1,-3
CCN(CC)C(=O)[C@H]1CC(CC(=O)NCCCOC)C(=O)N2CCc3c([nH]c4ccccc34)[C@]12C (stereo not given in full),-2
COc1ccc(C)cc1NS(=O)(=O)c1ccc(Cl)nc1,0
COc1ccc(C(=O)O)cc1S(=O)(=O)Nc1ccc2cn[nH]c2c1,1

Remaining list, next part:
SMILES | GSK3 alpha inh | KCNK3 block
O=C(NC(=S)NN1CCOCC1)c1cc(Br)ccc1Cl | 1 | i
Cn1nc(C(=O)OCC(=O)c2ccc(Br)cc2)c2ccccc2c1=O | -1 | i
CC(=O)Nc1cccc(N)c1 | -2 | i
CCN1CCN(c2ccc(NC(=O)c3ccc(OC)c(S(=O)(=O)N4CCCC4)c3)cc2)CC1 | -6 | i
O=C(NCc1ccc(F)cc1)C1CCCN1S(=O)(=O)c1ccccc1C(F)(F)F (stereo not given) | -3 | i
Cc1c(Cl)cnc(NC(=O)COC(=O)C2CC2)c1Cl | 1 | i
CC(C)(C)OC(=O)C[C@H]1C/C=C\C[C@@H](CC(=O)N(CCO)Cc2ccccc2)C(=O)N2CCC[C@H]2COC1=O | 0 | i
Cn1nc(C(=O)Nc2ccc(-n3cnnn3)cc2)c2ccccc2c1=O | -8 | i
Cc1ccc(C(=O)Nc2ccccc2N2CCOCC2)cc1S(=O)(=O)N1CCOCC1 | 7 | i
COCc1c(C(=O)OCc2nc3ccsc3c(=O)[nH]2)oc2ccccc12 | 0 | i
Cc1ccc(C)c(NC(=O)COC(=O)c2ccc3c(c2)OCCO3)c1 | -1 | i
Cc1cccc(NC(=O)CCCN=C2NS(=O)(=O)c3ccccc32)c1C | 1 | i
CC(OC(=O)c1ccccc1NCCO)C(=O)Nc1ccnn1C(C)C (stereo not given) | 0 | i
COc1ccc(NC(=O)C2CCCC2)cc1S(=O)(=O)N1CCOCC1 | -1 | i
Cc1ccsc1C(=O)OCC(=O)Nc1cccc(F)c1 | -1 | i
CC1CCC2(CC1)NC(=O)N(CC(=O)N1CCN(C(=O)c3ccco3)CC1)C2=O (stereo not given) | 1 | i
O=C(CNc1cccc(C(F)(F)F)c1)Nc1cccc(S(=O)(=O)N2CCCC2)c1 | -1 | -9.3*
COc1cccc(NC(=O)COC(=O)c2ccc(C)c(S(=O)(=O)N3CCCCC3)c2)c1 | 0 | i
O=C(Nc1ccccc1C(=O)NC1CC1)c1ccccc1F | -2 | i
Cc1ccc(C(=O)Nc2sc3c(c2C(=O)O)CCC(C)C3)o1 (stereo not given) | -3 | i
O=C(CC1C[C@H](C(=O)N2CCOCC2)[C@@]2(CCC3CCCC3)c3[nH]c4ccccc4c3CCN2C1=O)NCCCn1ccnc1 (stereo not given in full) | 3 | i
Cc1nc2ccc(NS(=O)(=O)c3c(F)cc(F)cc3Br)cc2s1 | -3 | i
CC(CCc1ccccc1)NC(=O)COC(=O)c1cccn1C (stereo not given) | 5 | i
CCOc1ccccc1OCCCC(=O)NNC(=O)c1nn(C)c(=O)c2ccccc12 | 0 | i
O=C1CCC(C(=O)Nc2cccc(S(=O)(=O)Nc3ccccc3F)c2)=NN1 | -2 | i

Retrieved by structure from the entries so far (2):
SMILES | GSK3 alpha inh | KCNK3 block
COc1ccccc1NC(=O)CSc1nncs1 | -3 | i
COc1ccc(C(=O)O)cc1S(=O)(=O)Nc1ccc2cn[nH]c2c1 | 1 | i

(list continues)
SMILES | GSK3 alpha inh | KCNK3 block
CCOc1ccccc1N1CCN(C(=O)[C@@H]2CCCN2C2=NS(=O)(=O)c3ccccc32)CC1 | 1 | i
CCCCN(C(=O)c1ccc(-c2ccc(Cl)cc2)o1)c1c(N)n(CCCC)c(=O)[nH]c1=O | -8 | i
Cc1ccc(NC(=O)COC(=O)c2c[nH]c3ccccc23)cc1C | 0 | i
O=C(CSc1n[nH]c(=O)n1C1CC1)Nc1ccc(OC(F)(F)F)cc1 | 3 | i
CN(c1ccccc1)S(=O)(=O)c1cccc(NC(=O)COc2cccc([N+](=O)[O-])c2)c1 | 0 | -9.9*
O=C(COC(=O)c1ccccc1OCc1ccc(F)cc1)NCC1CCCO1 (stereo not given) | 22 | i
CC1(C(=O)OCC(=O)NCc2ccc(Cl)cc2)CC1(Cl)Cl (stereo not given) | -3 | i
CN(C)S(=O)(=O)c1cccc(NC(=O)COC(=O)C2CCN(C(=O)c3ccc(F)cc3)CC2)c1 | 2 | i
Cc1nnc(SCC(=O)c2c[nH]c3ccccc23)n1C1CC1 | 1 | i
CC1CC1C(=O)OCC(=O)Nc1cccc(F)c1 (stereo not given) | -3 | i
COc1ccc(Cl)cc1C(=O)OCC(=O)NCc1cccs1 | 2 | i
Cc1ccnc(NC(=O)c2cccc(NC(=O)CC3SC(N4CCCCC4)=NC3=O)c2)c1 (stereo not given) | 9 | i
COc1ccc(Cl)cc1NC(=O)C(C)OC(=O)Cn1cc(C(F)(F)F)ccc1=O (stereo not given) | -2 | i
O=C(CCC(=O)c1ccc(F)cc1)NCC1(N2CCCCC2)CCCCC1 | -3 | i
COc1ccccc1C(=O)COC(=O)c1cccc(-n2cnnn2)c1 | 1 | i
CC1(NC(=O)Nc2cc([N+](=O)[O-])ccc2O)CCS(=O)(=O)C1 (stereo not given) | -4 | i
CC1CCN(C(=O)CN2c3cccc4cccc(c34)S2(=O)=O)CC1 | -1 | i
CCOC(=O)C1CCN(C(=O)COC(=O)c2c(C)c(CC)nc3ccccc23)CC1 | -2 | i
CN(Cc1ccccc1)C(=O)COC(=O)c1cc(=O)c2ccccc2o1 | -1 | i
COc1cc(NC(=O)CN2C(=O)NC3(CCOc4ccccc43)C2=O)cc(OC)c1 (stereo not given) | -2 | i
O=C(CN1C(=O)NC(Cc2ccccc2)C1=O)Nc1ccc(F)c(F)c1F (stereo not given) | 2 | i
O=C(Cn1ccc(NC(=O)OCc2ccccc2)nc1=O)NCCCN1CCCC1=O | 12 | i
COc1ccc(NC(=O)CSc2nnnn2C2CC2)cc1S(=O)(=O)N1CCOCC1 | 2 | i
Nc1c(N(CCO)C(=O)C2CCCC2)c(=O)[nH]c(=O)n1Cc1ccccc1 | 2 | i
CNc1snc(C)c1C(=O)OCC(=O)c1ccc(OC)c(F)c1 | -1 | i
(cont.)
SMILES | GSK3 alpha inh | KCNK3 block
CCCN(CC(=O)Nc1ccccc1C)C(=O)c1sc2ccccc2c1Cl | 1 | i
COC(=O)c1cc(CNC(=O)C2CC(=O)N(c3ccc4c(c3)OCCO4)C2)ccc1OC (stereo not given) | -1 | i
Cc1cccc(Nc2nnc(SC(C)C(=O)NC3CC3)s2)c1 (stereo not given) | -2 | i
CC(=O)Nc1cccc(C)c1 | -6 | i
CC(=O)Nc1ccc(NC(=O)CN2C(=O)NC3(CCCCCCC3)C2=O)cc1 | -3 | i
CC(=O)Nc1ccc(S(=O)(=O)NCC(=O)N2CCN(S(=O)(=O)c3cccs3)CC2)cc1 | 4 | i
NC1=NC[C@@H](CC2CCCCC2)N1CCc1cc(C(F)(F)F)cc(C(F)(F)F)c1 | 14 | i
Nc1c(C(=O)CSc2nccn2-c2cccc(F)c2)c(=O)[nH]c(=O)n1C1CC1 | 3 | i
COc1ccc(S(=O)(=O)N2CCOCC2)cc1NC(=O)COC(=O)c1[nH]c(C)c(C(C)=O)c1C | -3 | i
COc1ccc(C(=O)NCc2ccccc2CN2CCCC2)cc1S(=O)(=O)Nc1ccc(C)cc1 | -1 | i
Cc1cccc(NC(=O)CNC(=O)CSc2nnc(C(F)(F)F)n2C)c1C | -1 | i
CCCCn1c(N)c(N(CC)C(=O)c2cnc(C)cn2)c(=O)[nH]c1=O | 1 | i
O=C(COC(=O)Cc1ccccc1F)Nc1ccccc1[N+](=O)[O-] | 2 | i
CC1Sc2ccc(C(=O)NCc3ccccc3Cl)cc2NC1=O (stereo not given) | -3 | i
O=C(C1CC(=O)N(c2ccc3c(c2)OCCO3)C1)N1CCN(Cc2ccccc2F)CC1 (stereo not given) | -3 | i
COc1cc(CC(=O)Nc2cccc(S(=O)(=O)N(C)c3ccccc3)c2)cc(OC)c1OC | -2 | i
O=C(C1CCCN1S(=O)(=O)c1ccc(Cl)cc1)N1CCN(c2ccccc2)CC1 (stereo not given) | -4 | i
CCS(=O)(=O)c1ccc(O)c(NC(=O)c2cc(-c3ccccn3)nc3ccccc23)c1 | -1 | i
CCOc1cc(N2CCOCC2)c(OCC)cc1NC(=O)C1CC(=O)N(c2ccc(C)cc2)C1 (stereo not given) | 2 | i
CNc1ccc(C(=O)OCC(=O)Nc2ccnn2C(C)C)cc1[N+](=O)[O-] | -1 | i
CC[C@]12c3[nH]c4ccccc4c3CCN1C(=O)C(CC(=O)NCCCOC)C[C@@H]2C(=O)N1CCN(C(=O)c2ccco2)CC1 (stereo not given in full) | -2 | i
CCCCOc1ccc(C(=O)OCC(=O)c2c(N)n(C)c(=O)n(C)c2=O)cc1 | 1 | i
COCCn1c(SCC(=O)c2c(N)n(C3CC3)c(=O)[nH]c2=O)nnc1-c1ccc(Cl)cc1 | 0 | i
CC(=O)Nc1ccc(SCC(=O)Nc2ccccc2N2CCOCC2)cc1 | 2 | i
Cc1ccc(S(=O)(=O)/N=C2/NC(=O)/C(=C\c3ccccc3)S2)cc1 | -7 | i
More compounds follow:
SMILES | GSK3 alpha inh | KCNK3 block
Cn1c(CC(=O)NNC(=O)c2ccc(F)cc2Cl)nc2ccccc21 | -3 | i
Cn1nc(C(=O)Nc2cccc(C(=O)NC3CC3)c2)c2ccccc2c1=O | 0 | i
COc1ccccc1/C=C/C(=O)OCC(=O)c1cc(C)n(C)c1C | 0 | i
CC1(C)Cc2cccc(OCC(=O)OCc3nnc(-c4ccccc4)o3)c2O1 | 0 | i
O=C(c1ccc(F)cc1F)N1CCN(S(=O)(=O)c2ccc3c(c2)OCCO3)CC1 | -2 | i
O=C(CSc1nnnn1C1CC1)N1CCN(c2ccc(O)cc2)CC1 | 5 | i
CCOc1ncccc1C(=O)Nc1cccc(S(=O)(=O)N2CCCCC2)c1 | -1 | i
CN(CC(=O)NCCc1ccc(S(N)(=O)=O)cc1)CC(=O)Nc1ccccc1C(F)(F)F | -9 | i
COc1ccc(C(CNC(=O)c2cccc(S(=O)(=O)N3CCCC(C)C3)c2)N(C)C)cc1 (stereo not given) | -2 | i

Entries of single compounds from above. Values in the order: GSK3 alpha inh | KCNK3 block
O=C(CSc1nnnn1C1CC1)N1CCN(c2ccc(O)cc2)CC1 as listed: 5 | i
Cn1c(CC(=O)NNC(=O)c2ccc(F)cc2Cl)nc2ccccc21 as listed: -3 | i
CCOc1ncccc1C(=O)Nc1cccc(S(=O)(=O)N2CCCCC2)c1 as listed: -1 | i
CC1(C)Cc2cccc(OCC(=O)OCc3nnc(-c4ccccc4)o3)c2O1 as listed: 0 | i
COc1ccc(C(CNC(=O)c2cccc(S(=O)(=O)N3CCCC(C)C3)c2)N(C)C)cc1 (stereo not given) as listed: -2 | i

Assay outcomes (PubChem BioAssay)
